Growth percent in the NCI-60 one-dose screen (48 h, 10 µM unless noted): 100 = growth as untreated, 0 = no growth, -100 = all killed.
HL-60(TB) – HL-60(TB) leukemia cells; hit rate 9% among 78,000; AID 1794776; active = growth percent below 10
The depositor's hits bear a star; & = joins results of further samples. A portion of the library, so the mix of outcomes need not match the whole.

SMILES | HL-60(TB)
C#CCOc1ccc(-c2csc(NC(=O)C=C)n2)cc1NS(=O)(=O)c1cccc2c(N(C)C)cccc12 | -5.0*
CC(C)CCCCCCCOC(OCCCCCCCC(C)C)OCCCCCCCC(C)C | 80.1
CCN1CC(=O)N2[C@H](c3ccc(Cl)cc3)c3[nH]c4ccccc4c3C[C@@H]2C1=O | 84.7
CCNC(=O)OCCO[C@H]1Cc2cc3ccc(=O)oc3cc2OC1(C)C | 102.3
CC1C/C=C/C=C/C=C/C=C/C(O[C@@H]2O[C@H](C)[C@@H](O)[C@H](N)[C@@H]2O)CC2OC(O)(CC(O)CC3OC3/C=C/C(=O)O1)CC(O)C2C(=O)O (some centres not stated) | 99.1
CCOC1Oc2ccc(C)cc2C(=O)/C1=C\Nc1cccc(S(N)(=O)=O)c1 (configuration not stated) | 86.4
COc1ccc(-c2c(-c3cccc(OC)c3)sc3nc(-c4ccc(Cl)cc4)c(/C=C/c4cc(OC)c(OC)c(OC)c4)n23)cc1 | 81.3
CCN1CCN(CC(=O)N2c3cccc4cccc(c34)N(C(=O)CN3CCN(CC)CC3)C2c2cn(-c3ccccc3)nc2-c2cccc([N+](=O)[O-])c2)CC1 | -63.9*
O=C(/C=C(/C=C/c1ccc(OCc2ccccc2)c(OCc2ccccc2)c1)OB(F)F)/C=C/c1ccc(OCc2ccccc2)c(OCc2ccccc2)c1 | 100.4
CCCCCN(CCCl)C1c2ccccc2-c2ccccc21 | 104.1
COc1ccc(CCNC2(C#N)CCCCC2)cc1OC | 88.5
Clc1ccc(CSc2nnc3c(n2)[nH]c2ccccc23)cc1 | 105.6
CCNc1nc2ccccc2c2c(=O)c3ccccc3sc12 | 99.7
S=P(NCCS)(N1CC1)N1CC1 | 102.2
COc1ccc(C(=O)CSc2nc3c(c(Nc4ccc(S(N)(=O)=O)cc4)n2)CCC3)cc1 | 130.8
CC(C)CCC[C@@H](C)[C@H]1CC[C@H]2[C@@H]3CC[C@H]4C[C@@H](N)CC[C@]4(C)[C@H]3CC[C@]12C | 61.3
CC(=O)OC1=CCCCC1 | 83.5
O=C(CCN1CCCCC1)c1cccc(Cl)c1 | 100.0
[C-]#[N+]c1c(-c2ccc(OC)c(OC)c2)cc(-c2ccc(Cl)c(Cl)c2)nc1N | 79.3
O=C(O)c1cccc([N+](=O)[O-])c1O | 78.2
COc1cc2c3c(c4c5ccccc5[nH]c4c2c(OC)c1OC)C(=O)N(O)C3=O | 51.7
COC1=C(Br)C(=O)c2ncccc2C1=O | 68.8
O=[N+]([O-])c1ccc(Br)cc1Nc1ccccc1 | 79.1
COC(=O)C1(CC(=O)c2ccc(Cl)c(Cl)c2)NC(=S)NC(=O)C1C#N (configuration not stated) | 107.8
CN(C)c1ccc(/C=N/NC(=S)NC23CC4CC(CC(C4)C2)C3)c(Cl)c1 | 95.3

Reprinted from the part before: 2 compounds; new compounds follow.
SMILES | HL-60(TB)
COC(=O)C1(CC(=O)c2ccc(Cl)c(Cl)c2)NC(=S)NC(=O)C1C#N (configuration not stated) | 107.8
CN(C)c1ccc(/C=N/NC(=S)NC23CC4CC(CC(C4)C2)C3)c(Cl)c1 | 95.3
C=C(CNCCc1ccc(O)cc1)[C@@H]1CC[C@]2(CO)CC[C@]3(C)[C@H](CC[C@@H]4[C@@]5(C)CCC(NCCO)C(C)(C)[C@@H]5CC[C@]43C)[C@@H]12 (some centres not stated) | -46.4*
Cc1[nH]c2ccccc2c1C1c2ccccc2C=CN1C(=O)C(C)(C)C (configuration not stated) | 106.0
CCn1c2ccc(O)cc2c2c(C)c3c[n+](C)ccc3c(C)c21 | 95.5
CCC(/C=N\O)CC | 102.3
Cc1ccc(/C=N/n2c(CN3CCCCC3)nc3ccccc3c2=O)cc1 | 99.7
C=CCNC(=S)NCC=C | 111.4
COc1ccc(-c2nc(NCCO)[nH]c(=O)c2C#N)cc1 | 103.2
CC(=O)Nc1cccc2c1-c1ccccc1C2=O | 114.4
Cc1nc(Nc2ccc(OCc3c(-c4ccccc4)no[n+]3[O-])cc2)c2cnn(-c3ccccc3)c2n1 | 122.2
Clc1ccccc1-c1nnc(-c2nc3ccccc3nc2Cl)o1 | 97.7
Nc1nc(C=O)c(CCCCc2ccccc2)c(=O)[nH]1 | 103.0
CC(=O)C(C)C(C)=O | 110.6
COc1cc(/C=C/C(=O)/C=C/c2cc(OC)c3c(c2OC)OCO3)c(OC)c2c1OCO2 | 27.2
Cc1ccnc(NS(=O)(=O)c2ccc(N=Nc3c(N)nc(N)nc3N)cc2)n1 | 107.9
Clc1ccc(-n2ncc3c2CCc2cccnc2-3)cc1 | 87.7
COC(=O)C1=COC(C)C2CN3CCc4c([nH]c5cc(OC)ccc45)C3CC12 (configuration not stated) | 113.4
CCCCOC(=O)c1ccc(O)cc1 | 89.8&104.6&81.2
CC(Oc1ccc(C(=O)NS(=O)(=O)C(C)(C)C)cc1C(F)(F)F)c1ccc(Oc2ccccc2)cn1 (configuration not stated) | 72.2
COC(=O)CC1SC(c2ccc(F)cc2)N(c2nnc(COc3ccc(F)cc3)s2)C1=O (configuration not stated) | 83.5
c1cc(CCN2CCCC2)ccn1 | 120.7
Cc1cc(C#Cc2ccccc2)ccc1-n1c(/C=C/c2cccc(Cl)c2)nc2ccccc2c1=O | 49.3
C#CCOc1ccc(/C=N/Nc2nc(-c3cc4ccc(OC)cc4oc3=O)cs2)cc1 | 91.6
C#CCOc1ccc(C2=NN(CC)C3N=C(Cl)c4ncn(CC)c4N23)cc1OCC#C (configuration not stated) | 98.7
C=CCn1c(O)c(N=NC(=O)Cc2c[nH]c3ccccc23)c2ccccc21 | 98.5
COc1cc2c(cc1OC)C(=O)Cc1ccc3c(c1CN(C)CC2)OCO3 | 115.5

The list continues.
SMILES | HL-60(TB)
CCCN(CCC)C(=O)C(c1ccccc1)C(O)(c1ccccc1)c1ccccc1 (configuration not stated) | 58.7
CN(C)CCCNC(=O)C(c1ccccc1)c1ccccc1 | 105.6
CCOC(=O)Nc1cc(-c2ccc(C)c(NS(C)(=O)=O)c2)nn2c(C)nnc12 | 10.8
Cc1ccc(/C=C2\CCCC3=C2N=C2SC=NN2C3c2ccc(C)cc2)cc1 (configuration not stated) | 97.5
O=[N+]([O-])c1ccc(Nc2ccc(O)cc2)c([N+](=O)[O-])c1 | 79.2&66.5
O=C(N=c1oc2ccccc2cc1-c1cc2ccccc2[nH]1)c1ccc(Cl)cc1 | 26.2
O=C(NNc1ccccc1)C(O)C(O)C(O)C(O)CO (configuration not stated) | 119.6
O=S(=O)(Nc1cccc2cc(OS(=O)(=O)c3ccccc3)ccc12)c1ccccc1 | 41.4
N#CCN(CC#N)C1CCCCC1 | 107.8
O=[N+]([O-])c1ccc(OP(=O)(CCl)N(CCCl)CCCl)cc1 (configuration not stated) | 94.4
O=C(C(/C=N/C(=S)NCc1ccccc1)=C(/O)c1ccccc1)c1ccccc1 | 93.6
COc1cc(NCCCCN)c2ncccc2c1 | 103.3
Ic1c(I)c(I)c(I)c(I)c1I | 109.1
Clc1ccc(-c2nnc3c(/C=C/c4ccc(Br)cc4)nc4ccccc4n23)cc1 | 102.6
CC(C)/C1=N/NC(=O)CCCCC(=O)N/N=C(/C(C)C)CC[C@@H](C)CCOC(=O)c2cccc(n2)C(=O)OCC[C@H](C)CC1 | 89.1
CCOC(=O)C(=CNC(=S)Nc1ccc(Cl)c(Cl)c1)C(=O)OCC | 63.7
Cc1cc(SCC(=O)c2ccccc2)cc(C)[o+]1 | 56.8
O=C(O)c1ccc(-n2cc(C(=O)O)c(-c3ccc(F)cc3F)n2)cc1 | 89.6
O=c1/c(=C/c2ccccc2)sc2nc3ccccc3n12 | 95.6
Cc1c(Br)cc(Br)cc1Br | 55.6
C=CCc1cc(C(CC)(C(=O)CC)c2ccc(O)c(CC=C)c2)ccc1O | 56.9
COc1ccc(/C(=C\c2ccc3c(c2)OCO3)C(=O)Nc2nc3ccccc3s2)cc1OC | 92.0
c1ccc2c[n+](CC[n+]3ccc4ccccc4c3)ccc2c1 | 91.1
COc1cc(C(=O)C(=O)c2ccc(O)c(OC)c2)ccc1O | 102.4
CCc1c(Cl)c(Cl)c(Cl)c(Cl)c1Cl | 110.8

The list continues:
SMILES | HL-60(TB)
COc1cc(NCCCN(CC(C)C)CC(C)C)c2ncccc2c1 | 89.8
C/C(=C\c1ccn(-c2ccc(N)cc2C(F)(F)F)n1)[C@@H]1C[C@@H]2O[C@]2(C)CCC[C@H](C)[C@H](O)[C@@H](C)C(=O)C(C)(C)[C@@H](O)CC(=O)O1 | -0.1*
Cc1c(O)ccc2c1CCCC2 | 101.8
NS(=O)(=O)c1ccc(CN2C(=O)c3cccc4cccc(c34)C2=O)cc1 | 98.6
O=C(NCCc1c[nH]c2ccccc12)C1Cc2ccccc2CN1C(=O)c1ccco1 (configuration not stated) | 82.8
COc1ccc(C(=O)COc2cccc(/C=C3\Oc4ccc5ccccc5c4C3=O)c2)cc1 | 90.7
CCNc1cc(S(=O)(=O)O)ccc1C | 93.8
CCCCC(CC)CN1C(=O)C2C3C=CC(C3)C2C1=O (configuration not stated) | 58.3
COc1cccc(-c2nc(-c3ccc(NS(=O)(=O)c4ccccc4)cc3)[nH]c2-c2ccnc(Br)c2)c1 | -11.5*
COc1cc(/C=C2/C(=O)Nc3ccc(Cl)cc32)ccc1OCc1ccccc1 | 99.5
Cc1cc(-c2nc3cc(F)ccc3[se]2)cc(F)c1N | 87.2
Cc1ccc2nc(NC(=O)CSc3nc(=S)c(C#N)c(-c4ccccc4)[nH]3)sc2c1 | 94.5
CN(C)c1ccc2cc(-c3nc4ccccc4s3)c(N)nc2c1 | 0.6*
NCc1c(Cl)c(Cl)c(Cl)c(CN)c1Cl | 94.8
COc1ccc(/C=C2/SC(=S)NC2=O)cc1OCc1cn(-c2ccc(S(=O)(=O)Nc3nccs3)cc2)nn1 | 112.4
CN(C)CCNc1ncc(F)c(-c2cnc3cc(Cl)ccn23)n1 | 100.4
O=C(N/N=C\c1ccc([N+](=O)[O-])cc1)c1ccncc1 | 74.0
O=S(=O)(NCCCNc1nccc(-c2c(-c3cccc(F)c3)nc3occn23)n1)c1ccc(Br)cc1 | 104.7
C[C@H](OS(N)(=O)=O)[C@@H](O)c1c(Cl)cccc1Cl | 101.0
O=c1ssc2ncccc12 | 63.8
CC(=O)c1cc2c(Cl)cc(Cl)cc2oc1=O | 98.2
COC(=O)Cc1ccc(Br)cc1 | 123.8
O=C(c1ccccc1)c1ccc(Cl)cc1 | 102.9
CCCO[C@@]12Oc3cc(OC)cc(OC)c3[C@]1(O)[C@@H](O)C[C@H]2c1ccccc1 | 91.7
O=C(O)c1cc(C(=O)O)[nH]n1 | 88.1

(next part)
SMILES | HL-60(TB)
COc1ccc2c(c1O)[C@]13CCN(C)[C@H](C2)[C@@H]1CCC(=O)C3 | 86.9
C#CCOc1ccc(-c2noc(-c3nnn(-c4cccc(/C(C)=N/O)c4)c3N)n2)cc1 | 68.6
COc1ccc(-c2nc(-c3nc4ccc(F)cc4[nH]3)cc3c2[nH]c2ccccc23)cc1 | 26.1
CC1NC(=O)NC1=O (configuration not stated) | 122.0
CCCCN1C(=O)/C(=c2\sc3n(c2=O)NC2C(N=3)N(CC)C(=O)N2CC)c2ccccc21 (configuration not stated) | 21.3
OC(c1ccccc1)(c1ccccc1)C(F)(F)F | 77.1
CC(=O)N1CC(=O)NC1=S | 103.2
Cc1nc2ccc(Cl)cn2c1-c1nnc(SCc2ccc(Br)cc2)o1 | 123.9
Cc1ccc(S(=O)(=O)NC2CCCCC2)cc1 | 91.5
CCN(CC)c1ccc(NC(=O)CN2CCOCC2)cc1 | 98.3
COc1ccc(CCN2C(=O)C(C)SC2=S)cc1OC (configuration not stated) | 79.9
O=C(CCc1ccccc1)NCCc1cccs1 | 113.5
CC(C)(C)CC(C)(C)n1nnnc1C(Nc1nccs1)c1cc2cccc3ccc4cccc1c4c32 (configuration not stated) | 106.8
CC(=O)c1ccc(-c2cc3ccccc3oc2=O)nc1C | 96.6
C=CCN(C=O)CC=C | 110.4
C=C(C)[C@@H]1CC[C@]2(C(=O)OC)CC[C@]3(C)[C@H](CC[C@@H]4[C@@]5(C)C/C(=C/c6ccc(OC)cc6)C(=O)C(C)(C)[C@@H]5CC[C@]43C)[C@@H]12 | 87.6
Cc1ccc(-c2ccc(SCC(=O)Nc3ccc(C#N)cc3)nn2)cc1 | 79.3
CCCCc1nc(Cl)c(C2CC(c3ccc(C(F)(F)F)cc3)=NN2C=O)[nH]1 (configuration not stated) | 81.6
O=C1CCCc2cc(OCCCCNC3CCCCC3)ccc2N1 | 97.4
COc1ccc(CC(=O)c2ccc(O)cc2O)cc1 | 105.7
COC(=O)c1ccccc1N=NNc1ccc([N+](=O)[O-])cc1 | 97.8
Nc1cccc(P(N)(N)=O)c1 | 96.4
C#CCOc1cc(/C=N/Nc2nc(-c3ccccc3)cs2)ccc1O | 98.3
CC(=O)CC(=O)N(Cc1cccnc1)Cc1cccnc1 | 98.4
Cc1cc2cn3c4cccnc4nc(N)c3c2cc1C | 79.7
CCc1ccc(CC2c3ccccc3CC2O)nc1 (configuration not stated) | 87.3

17 consecutive compounds from above, for reference:
SMILES | HL-60(TB)
CCN(CC)c1ccc(NC(=O)CN2CCOCC2)cc1 | 98.3
COc1ccc(CCN2C(=O)C(C)SC2=S)cc1OC (configuration not stated) | 79.9
O=C(CCc1ccccc1)NCCc1cccs1 | 113.5
CC(C)(C)CC(C)(C)n1nnnc1C(Nc1nccs1)c1cc2cccc3ccc4cccc1c4c32 (configuration not stated) | 106.8
CC(=O)c1ccc(-c2cc3ccccc3oc2=O)nc1C | 96.6
C=CCN(C=O)CC=C | 110.4
C=C(C)[C@@H]1CC[C@]2(C(=O)OC)CC[C@]3(C)[C@H](CC[C@@H]4[C@@]5(C)C/C(=C/c6ccc(OC)cc6)C(=O)C(C)(C)[C@@H]5CC[C@]43C)[C@@H]12 | 87.6
Cc1ccc(-c2ccc(SCC(=O)Nc3ccc(C#N)cc3)nn2)cc1 | 79.3
CCCCc1nc(Cl)c(C2CC(c3ccc(C(F)(F)F)cc3)=NN2C=O)[nH]1 (configuration not stated) | 81.6
O=C1CCCc2cc(OCCCCNC3CCCCC3)ccc2N1 | 97.4
COc1ccc(CC(=O)c2ccc(O)cc2O)cc1 | 105.7
COC(=O)c1ccccc1N=NNc1ccc([N+](=O)[O-])cc1 | 97.8
Nc1cccc(P(N)(N)=O)c1 | 96.4
C#CCOc1cc(/C=N/Nc2nc(-c3ccccc3)cs2)ccc1O | 98.3
CC(=O)CC(=O)N(Cc1cccnc1)Cc1cccnc1 | 98.4
Cc1cc2cn3c4cccnc4nc(N)c3c2cc1C | 79.7
CCc1ccc(CC2c3ccccc3CC2O)nc1 (configuration not stated) | 87.3

Screens from PubChem.
